# DUSP3 inh: VHR1 phosphatase inhibitors, primary screen, biochemical, colorimetric, HTS. AID 1992, 2009. Dual specificity protein phosphatase 3 (Homo sapiens), P51452. inhibition, % at 20 µM. actives 0.7% (n = 50,000). recombinant VHR phosphatase, colorimetric substrate read-out; in the data active means inhibition above about 60%; further: some results filed as inactive read as strong as hits
# Target sequence (P51452 whole entry, looked up): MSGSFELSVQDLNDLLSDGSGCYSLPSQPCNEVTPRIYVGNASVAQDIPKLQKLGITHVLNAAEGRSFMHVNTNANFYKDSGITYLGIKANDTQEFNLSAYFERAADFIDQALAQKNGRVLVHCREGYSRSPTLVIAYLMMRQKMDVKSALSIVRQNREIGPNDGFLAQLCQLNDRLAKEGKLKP
# The depositor's hits bear a star. An excerpt (hit frequency here may not be typical).
SMILES,DUSP3 inh
CCOC(=O)c1c(NC(=O)c2cc3cc(Br)ccc3oc2=O)sc(C(C)=O)c1C,-3
CN1CCN(Cc2c(O)ccc3c4c(c(=O)oc23)CCC4)CC1,-14
O=C(NCCNc1ccc(Cl)cc1[N+](=O)[O-])c1ccc2c(c1)OCCO2,-2
CCN(CC)c1ccc(NC(=O)c2oc3ccccc3c2C)cc1,7
CN(C)c1ccc(/C=C2/C(=O)NN(c3cccc(Cl)c3)C2=O)cc1,-8
CC(=O)Nc1ccc(N2C(=O)c3ccc(C(=O)c4cccc([N+](=O)[O-])c4)cc3C2=O)cc1,22
CCOc1ccc2c(=O)c(-c3ccccc3OC)c(C(F)(F)F)oc2c1,-7
COc1ccc(C2Nc3ccccc3C(=O)N2c2ccccc2)cc1COc1ccc(NC(C)=O)cc1 (stereo not drawn),-4
COc1ccc(/C=N/NC(=O)C(=O)NCc2ccccn2)cc1,-7
Cc1ccccc1C(=O)Nc1cccc(NC(=O)c2ccc(-c3ccc([N+](=O)[O-])cc3C)o2)c1,11
O=C(O)CCCNS(=O)(=O)c1ccc(NCc2ccccc2)c(C(=O)O)c1,-1
COc1ccc(-c2cc(=O)n3[nH]c(-c4cccc(F)c4)cc3n2)cc1,-14
CCNC(=O)CN(c1cccc(Cl)c1)S(=O)(=O)c1ccccc1,-4
O=C(CN(c1cccc([N+](=O)[O-])c1)S(=O)(=O)c1ccccc1)N[C@@H]1C[C@H]2CC[C@@H]1C2,-17
O=C1c2ccccc2C(=O)N1CC(=O)N(Cc1ccccc1)c1cccc([N+](=O)[O-])c1,-8
CCOC(=O)c1c(NC(=O)CCN2C(=O)c3ccccc3C2=O)sc(C(C)=O)c1C,14
COc1cccc(CN2CCN(C(=O)c3cccc(F)c3)CC2)c1OC,12
O=C(NCCc1ccccc1)C1CC(=O)N(c2ccc(Br)cc2)C1 (stereo not drawn),1
COC(=O)COc1ccc(/C=C2\C(=O)NC(=O)N(c3ccc(Cl)cc3)C2=O)cc1OC,26
O=C(COc1cccc2ccccc12)NNC(=O)Cc1ccc(Cl)cc1,-8
O=C(/C=C/c1ccc2c(c1)OCO2)n1cnc2ccccc21,-7
COC(=O)COc1ccc2ccc(=O)oc2c1,-15
CCOC(=O)c1c(NC(C)=O)sc2c1CCC/C2=N/OC(=O)c1ccccc1,-41
COc1ccc(N(CC(=O)Nc2ccccc2)S(C)(=O)=O)c(OC)c1,0
NC(=S)N/N=C/c1ccc(C2C=CCC2)s1 (stereo not drawn),-5
Cc1ccc([N+](=O)[O-])cc1NC(=O)COc1ccccc1Cl,-10
C/C(=N/O)C(O)C12CC3CC(CC(C3)C1)C2 (stereo not drawn),-8
CCOc1ccc(C(=O)Nc2ccccc2OC)cc1Br,4
CCSc1nc(N)c2c3c(sc2n1)COC(C)(CC)C3 (stereo not drawn),13
CN1CCN(c2ccc([N+](=O)[O-])cc2/C=N/NC(=O)c2cccc([N+](=O)[O-])c2)CC1,10
Cc1cc(C)c2nc3s/c(=C\c4ccccc4)c(=O)n3c2c1,-20
Cc1ccc2nc(-c3ccc(N4C(=O)C5C6c7ccccc7C(c7ccccc76)C5C4=O)cc3)sc2c1 (stereo not drawn),-4
N#CCC(=O)N1CCN(C(c2ccccc2)c2ccccc2)CC1,-30
COC(=O)c1n[nH]c(=O)c2ccccc12,-2
CCCC(=O)Nc1ccc(N2CCOCC2)cc1,-9
O=C(Nc1ccc(Cc2ccncc2)cc1)c1ccc(-c2cccc(Cl)c2)o1,2
CCOc1cc(/C=C/C(=O)O)cc(I)c1OC,-11
CC(=O)Nc1sc(C(=O)OC(C)C)c(C)c1C(N)=O,79
CCOc1ccc(C(NC(=O)Cc2cc(OC)c(OC)cc2Br)c2ccc(OC)cc2)cc1 (stereo not drawn),3
O=C(N/N=C/c1ccc2c(c1)OCO2)c1ccc(CO)nc1,14
Cc1cccc(C(=O)Nc2ccc(Cl)cc2C)c1,0
O=C1C(Cl)=CC(=NS(=O)(=O)c2ccc(Cl)cc2)c2ccccc21,4
O=C1NC(=S)N/C1=C/c1ccc(Sc2ccccc2)o1,-6
Cc1ccc(/C=N/Nc2cccc3cccnc23)c(O)c1,3
COc1cc(C2Nc3ccccc3NC3=C2C(=O)CC(c2ccccc2)C3)cc(OC)c1O (stereo not drawn),-2
O=[N+]([O-])c1cccc(S(=O)(=O)Nc2ccc(Nc3ccccc3)cc2)c1,-8
COc1ccc(CCN=Cc2cccn2-c2sc3c(c2C#N)CCCC3)cc1OC,-3
O=C1OC(c2ccc(F)cc2)=N/C1=C\c1ccc(Cl)cc1,6
O=C(Nc1ccccc1)c1ccc(-c2ccccc2)cc1,-22
O=C(Nc1ccccc1-c1ccccc1)c1ccc(N2C(=O)c3ccc([N+](=O)[O-])cc3C2=O)cc1,-13
CC1=C(C(=O)OC(C)C)C(c2cccc(I)c2)C2=C(CCCC2=O)N1 (stereo not drawn),-2
Cc1ccc2oc(-c3ccc(NC(=O)COc4ccccc4)cc3O)nc2c1,2
COc1ccc(N(CC(=O)N/N=C/c2cccs2)S(=O)(=O)c2ccc(OC)c(OC)c2)cc1,-15
COc1ccc(N2C(=O)CC(NC3CCCC3)C2=O)cc1 (stereo not drawn),-2
C/C(=N\OCC(=O)N=Nc1c(O)n(CN2CCN(C)CC2)c2ccccc12)c1cccs1,-4
CC1(C)CC1(C#Cc1ccccc1)C(=O)O (stereo not drawn),-21
COc1ccc(NC(=O)c2ccc(C)c([N+](=O)[O-])c2)cc1OC,1
C/C(=N\N=C1\NC(=O)C(CC(=O)Nc2ccccc2C(F)(F)F)S1)c1ccccc1 (stereo not drawn),-14
O=C(CSCc1ccccc1)Nc1ccccc1Br,-9
COc1ccccc1NC(=O)CSc1nsc(SCC(=O)Nc2ccccc2OC)n1,2

# Additional compounds.
SMILES,DUSP3 inh
COc1ccccc1-c1cc(-c2ccccc2)nc(SC)c1C#N,-7
O=C(/C=C/c1ccco1)Nc1scc(-c2cccs2)c1C(=O)O,12
CCOC(=O)c1c(C)n(CC(O)CN2CCOCC2)c2cc(Br)c(OC)cc12 (stereo not drawn),-16
CC(=O)Nc1ccc(S(=O)(=O)Nc2ccc(Oc3ccccc3)cc2)cc1,-4
O=C(CSc1cccc2cccnc12)Nc1ccc(/C=C/c2ccccc2)cc1,-18
O=C(CSc1ncc(-c2ccccc2)[nH]1)Nc1ccc(F)cc1,-21
CC(=O)Nc1ccccc1NC(=O)c1cccc(F)c1,-8
Cc1ccc(OCCOc2ccc(Br)cc2/C=N/n2cnnc2)cc1C,-14
C(=NN1CCN(Cc2ccccc2)CC1)c1cccc(Oc2ccccc2)c1,-6
Nc1cc(S(=O)(=O)Nc2ccccc2)ccc1Cl,2
O=C(Nc1cccc(C(F)(F)F)c1)c1cc([N+](=O)[O-])ccc1Cl,-21
O=C(c1cn(-c2ccccc2)nc1-c1ccccc1)N1CCCCC1,-6
COc1ccc(C(=O)Nc2ccc(S(N)(=O)=O)cc2)cc1I,0
CCOc1cc(OCC)cc(C(=O)Nc2c(C)cccc2C)c1,-5
O=C(Cc1ccc(-c2ccccc2)cc1)NNC(=O)c1ccccc1Cl,19
Cc1cc([N+](=O)[O-])ccc1N/C=C/C(=O)c1ccc(Cl)c(Cl)c1,-13
COc1cc(OC)cc(C(=O)Nc2cc3oc4ccccc4c3cc2OC)c1,-13
O=C(c1ccc2c(c1)OCO2)N1CCC(Cc2ccccc2)CC1,6
COCC(COCCCN=C1NS(=O)(=O)c2ccccc21)OC (stereo not drawn),-4
CCN(CC)C(=O)c1sc(NC(=O)c2ccc([N+](=O)[O-])cc2)c(C(=O)OC(C)C)c1C,-4
O=c1c2c3c(sc2[nH]c(=S)n1-c1ccccc1)CCCC3,-12
O=C1N=c2ccc(Cl)cc2=C1c1sc(=O)[nH]c1O,20
CC(=O)N(C1=C(N2CCCCC2)C(=O)c2ccccc2C1=O)c1ccc(C)cc1,-14
O=C1NC(c2ccc(Cl)cc2Cl)Nc2c1sc(=S)n2-c1ccccc1 (stereo not drawn),-1
O=C(Cc1ccc(Cl)cc1)NCc1ccncc1,-10
O=C(Nc1nc(-c2ccc([N+](=O)[O-])cc2)cs1)c1ccccc1F,8
CCNC(=O)c1ccc(CN2CCN(c3ccccc3)CC2)cc1,2
COc1ccc(/C=C2/C(C)=C(C#N)c3nc(N)c(C#N)c(C)c32)cc1Br,2
CCN(CC)c1cc(C)c(C#N)c2nc3ccccc3n12,-9
COc1ccc(C(=O)N/C(=C\c2ccc(-c3cccc([N+](=O)[O-])c3)o2)C(=O)NCCCN2CCOCC2)cc1,8
COc1cccc2cc(-c3nc(-c4ccc(Cl)c(Cl)c4)cs3)c(=O)oc12,5
O=C(c1cccs1)N1CCN(Cc2ccc(Cl)cc2)CC1,-13
CCN(CC)c1ccc(NC(=O)c2ccccc2C(F)(F)F)cc1,-14
O=C(NCCN1CCN(C(=O)Nc2cccc(Cl)c2)CC1)Nc1cccc(Cl)c1,13
O=CNC(Cc1ccc(O)c([N+](=O)[O-])c1)C(=O)O (stereo not drawn),-6
Cc1c(Cl)cccc1NCCC(=O)c1ccc(Br)cc1,-15
CC(=O)N(C1=C(N2CCOCC2)C(=O)c2ccccc2C1=O)C(C)C,-14
Cc1ccc(-c2csc(NC(=O)c3ccccc3F)c2C(=O)O)cc1,3
COc1ccc(CN=CC2=C(O)CNC2=O)cc1,-3
COc1ccccc1C(=O)N/N=C/c1ccc(N2Cc3ccccc3C2)cc1,-12
CCOc1ccc(-c2cc(C(=O)Nc3ccncc3)c3ccccc3n2)cc1,-21
Cc1csc(-c2coc3cc(OCC(=O)O)cc(C)c3c2=O)n1,-4
O=C(O)CCCN1C(=O)C(=O)/C(=C(/O)c2ccccc2)C1c1ccc(Br)cc1 (stereo not drawn),14
CCOc1ccc(C(NC(C)=O)c2ccc(OC)c(OC)c2)cc1 (stereo not drawn),-11
Cc1ccc(-c2noc(-c3ccc(Cl)cc3Cl)n2)cc1,-12
CCOc1ccccc1C1NC(=O)c2c(sc3c2CCN(C)C3)N1 (stereo not drawn),13
Cc1onc(-c2c(F)cccc2Cl)c1C(=O)NCc1cccnc1,20
CCCCOC(=O)CCN1C(=O)/C(=C\c2cccs2)SC1=S,6
Cc1c(C)c2ccc(OCC(=O)C(C)(C)C)c(C)c2oc1=O,-19
COC(=O)C1=C(C)N(c2cccc(OC)c2)C(=O)/C1=C\c1ccc(O)cc1,20
CC/C(O)=C1/C(=O)CC(C)(C)CC1=Nc1ccncc1,0
CCOc1cc(/C=C2\C(=O)NC(C)=C2C(=O)OC)ccc1O,-7
O=[N+]([O-])c1ccc(Cl)c(-n2ncnc2-c2cccc(Cl)c2)c1,17
Cc1ccc(-c2c(C#N)c(N)nc3c2CCCC3)s1,-2
O=C(O)c1ccc(/C=C/C(=O)c2ccc3c(c2)OCCO3)cc1,-28
Cc1ccc(C2N(c3ccccc3)C(=O)N3CCCN23)cc1 (stereo not drawn),2
CN1CCN(c2cc(N3CCN(CCO)CC3)ccc2[N+](=O)[O-])CC1,-9
C/C(=C1/SC(N2CCOCC2)=NC1=O)c1ccc(Br)cc1,-9
Cc1ccc(-c2nc3ccccc3c(=O)n2-c2cccc(C)n2)cc1,-15
Cc1cccc2sc(NC(=O)/C=C\C(=O)O)nc12,12

# Additional results.
SMILES,DUSP3 inh
C=CCN1C(=O)NC(=O)/C(=C/c2ccc(OCc3ccccc3F)cc2)C1=O,8
COC(=O)c1ccccc1NS(=O)(=O)c1cccs1,7
COc1ccc(CNCCC(c2ccc(OC)cc2)C2CCOC(C)(C)C2)cc1 (stereo not drawn),19
Cc1cc(=O)oc2cc(OCCO)ccc12,6
COc1ccc(/C(O)=C2/C(=O)C(=O)N(CCCCCC(=O)O)C2c2ccc(C)cc2)cc1 (stereo not drawn),7
COc1cccc(OCCOCCOc2cccc(OC)c2)c1,-12
CCOc1ccc(N(CC(=O)Nc2cccc(OC)c2)S(=O)(=O)c2ccc(SC)cc2)cc1,-14
CN(C)c1ccc(/C=C(\C#N)c2nc(-c3ccc4c(c3)OCO4)cs2)cc1,-17
O=C(c1ccc([N+](=O)[O-])cc1)N1CCN(Cc2ccccn2)CC1,3

# Gathered by group, the entries above with a nitro group on carbon.
SMILES,DUSP3 inh
O=C(NCCNc1ccc(Cl)cc1[N+](=O)[O-])c1ccc2c(c1)OCCO2,-2
CC(=O)Nc1ccc(N2C(=O)c3ccc(C(=O)c4cccc([N+](=O)[O-])c4)cc3C2=O)cc1,22
Cc1ccccc1C(=O)Nc1cccc(NC(=O)c2ccc(-c3ccc([N+](=O)[O-])cc3C)o2)c1,11
O=C(CN(c1cccc([N+](=O)[O-])c1)S(=O)(=O)c1ccccc1)N[C@@H]1C[C@H]2CC[C@@H]1C2,-17
O=C1c2ccccc2C(=O)N1CC(=O)N(Cc1ccccc1)c1cccc([N+](=O)[O-])c1,-8
Cc1ccc([N+](=O)[O-])cc1NC(=O)COc1ccccc1Cl,-10
CN1CCN(c2ccc([N+](=O)[O-])cc2/C=N/NC(=O)c2cccc([N+](=O)[O-])c2)CC1,10
O=[N+]([O-])c1cccc(S(=O)(=O)Nc2ccc(Nc3ccccc3)cc2)c1,-8
O=C(Nc1ccccc1-c1ccccc1)c1ccc(N2C(=O)c3ccc([N+](=O)[O-])cc3C2=O)cc1,-13
COc1ccc(NC(=O)c2ccc(C)c([N+](=O)[O-])c2)cc1OC,1
O=C(Nc1cccc(C(F)(F)F)c1)c1cc([N+](=O)[O-])ccc1Cl,-21
Cc1cc([N+](=O)[O-])ccc1N/C=C/C(=O)c1ccc(Cl)c(Cl)c1,-13
CCN(CC)C(=O)c1sc(NC(=O)c2ccc([N+](=O)[O-])cc2)c(C(=O)OC(C)C)c1C,-4
O=C(Nc1nc(-c2ccc([N+](=O)[O-])cc2)cs1)c1ccccc1F,8
COc1ccc(C(=O)N/C(=C\c2ccc(-c3cccc([N+](=O)[O-])c3)o2)C(=O)NCCCN2CCOCC2)cc1,8
O=CNC(Cc1ccc(O)c([N+](=O)[O-])c1)C(=O)O (stereo not drawn),-6
O=[N+]([O-])c1ccc(Cl)c(-n2ncnc2-c2cccc(Cl)c2)c1,17
CN1CCN(c2cc(N3CCN(CCO)CC3)ccc2[N+](=O)[O-])CC1,-9
O=C(c1ccc([N+](=O)[O-])cc1)N1CCN(Cc2ccccn2)CC1,3
